yeast cln2 rad14: NCI yeast anticancer drug screen, S. cerevisiae cln2 rad14 strain; AID 165; 78,000 compounds, 8.3% hits; % growth inhibition at 50 µM;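 also: 0% = growth of vehicle-only cultures of the same strain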
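Test compounds were added to cln2 rad14 yeast cultures; inhibition of growth was then determined by comparison with vehicle treatment.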
sgs1 mgt1: NCI yeast anticancer drug screen, S. cerevisiae sgs1 mgt1 strain. % growth inhibition at 50 µM. 78,000 compounds, 10% hits;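 also: 0% = growth of vehicle-only cultures of the same strain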
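Read-out: growth inhibition vs vehicle controls. Cells: mutant yeast strain deficient in DNA damage repair.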
yeast rad50: NCI yeast anticancer drug screen, S. cerevisiae rad50 strain. growth inhibition, % at 50 µM. 79,000 compounds, 10% hits. AID 155;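 also: 0% = growth of vehicle-only cultures of the same strain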
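Compounds were tested on a yeast strain with an engineered DNA damage repair alteration; the reported value is growth inhibition normalised to vehicle treatment.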
yeast mec2-1: NCI yeast anticancer drug screen, S. cerevisiae mec2-1 strain; 79,000 compounds, 9% hits; % growth inhibition at 50 µM;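 also: 0% = growth of vehicle-only cultures of the same strain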
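Cells of the genetically defined mec2-1 yeast strain are incubated with test compound. Inhibition of growth is calculated against vehicle-treated controls.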
yeast mlh1 rad18: NCI yeast anticancer drug screen, S. cerevisiae mlh1 rad18 strain. 79,000 compounds, 11% hits. % growth inhibition at 50 µM;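 also: 0% = growth of vehicle-only cultures of the same strain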
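Test agents were incubated with a yeast strain of defined genotype (DNA damage repair defect). Inhibition of growth was derived by comparison with vehicle-exposed cultures.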
yeast bub3: NCI yeast anticancer drug screen, S. cerevisiae bub3 mutant strain; growth inhibition, % at 50 µM; 78,000 compounds, 9.9% hits; AID 167;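 also: 0% = growth of vehicle-only cultures of the same strain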
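In this screen, a yeast mutant lacking normal mitotic checkpoint function is challenged with compound. Relative growth versus vehicle gives the inhibition value.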
Starred values were filed as active, the others as inactive; . = no result given; & = joins results of further samples; ! = repeats disagree. Rule as the data show it: active = growth inhibition above about 70%; inactive = the rest. Random draw from the library (roughly 13% active in at least one column).

SMILES | yeast cln2 rad14 | sgs1 mgt1 | yeast rad50 | yeast mec2-1 | yeast mlh1 rad18 | yeast bub3
NN(CC(=O)O)CC(=O)O | 5 | 2 | 19 | -3 | 21 | 29
C/C=C(\CC)C(C#N)O[Si](C)(C)C (centres undefined) | 6 | 1 | 13 | 4 | -25 | 10
CC(C)(C)COC(=O)C(C)(C)NC(=O)C(CC(=O)OCc1ccccc1)NC(=O)OCc1ccccc1 (centres undefined) | 52 | 42 | 30 | 12 | 50 | 32
c1csc(-c2nn3c(C45CC6CC(CC(C6)C4)C5)nnc3s2)c1 | -11 | -20 | 11 | -15 | -13 | 2
CC1=CC(C)C(C(=O)O)C(C(=O)O)C1 (centres undefined) | 5 | 38 | 10 | -14 | -14 | 0
CCC(C)(NC(N)=O)c1ccccc1 (centres undefined) | -8 | -12 | -7 | 10 | -7 | -13
Cc1cc(C)n2ncnc2n1 | 4 | 8 | 17 | -23 | 5 | -5
O=C(Nc1cccc(Cl)c1)Oc1cccnc1 | -5 | 8 | -5 | -30 | -13 | -3
O=C1CSC(/C(=C\c2ccc(Cl)cc2)c2nc3ccccc3[nH]2)=N1 | 12 | -4 | 11 | 11 | 4 | 12
C=CCNc1ccccc1 | -37 | 8 | 31 | 4 | 14 | 18
NC(=O)c1[nH]ccc1NCc1ccccc1 | -43 | 1 | 0 | 1 | 0 | -9
O=C1CCCCCCCCCCOC(=O)CCCCCCCCCCO1 | 4 | 10 | -11 | 4 | -1 | 4
Nc1c(C(=O)O)nnc2cc(Cl)c(Cl)cc12 | -35 | -34 | -21 | -56 | -50 | -4
CC(=O)Sc1ccc(Br)cc1 | -2 | 35 | 45 | 37 | 71* | 60
Cc1ccc(S(=O)(=O)CC(O)(C(C)C)C(C)C)cc1 | 13 | -14 | -19 | -9 | -17 | 17
O=C1CCCC[C@H]1[C@H]1CCC[C@@H]([C@H]2CCCCC2=O)C1=O | 9 | -20 | -15 | 3 | -1 | -5
CC(C)=CC1C(C(=O)Sc2ccccc2)C1(C)C (centres undefined) | -16 | 13 | -10 | -16 | -24 | 63
CCCNC(=S)N/N=C\C(C)=N\Nc1ccc(Cl)cc1 | 36 | 3 | 31 | 16 | 17 | 8
C(=C(c1ccccc1)c1ccccc1)N1CCOCC1 | -52 | 5 | -2 | -6 | 1 | -20
N=c1n(CC(=O)NC23CC4CC(CC(C4)C2)C3)c2ccccc2n1CC(=O)NC12CC3CC(CC(C3)C1)C2 | 44 | 45 | 59 | 34 | 79* | 60
COc1ccc2c3c([nH]c2c1[N+](=O)[O-])C(C)N(C)CC3 (centres undefined) | 25 | 21 | 0 | 8 | 33 | 1
Cc1cc([N+](=O)[O-])ccc1Sc1c2ccccc2nc2ccccc12 | 11 | -14 | -64 | -16 | -19 | -18
O=c1oc2ccccc2c(=O)n1O | 9 | 10 | 66 | 10 | 43 | 30
Cc1nc2c(Br)cc(Br)cc2c(=O)n1-c1ccccc1NC1OC(CO)C(O)C(O)C1O (centres undefined) | 65&-55 | 47&-6 | 66&-12 | 18&-34 | 75*! | 75*!
COC(=O)CC12CC3(C)CC(C)(C1)CC(CC(=O)OC)(C3)C2 | 37 | 13 | 10 | 13 | 19 | 28
COc1c(CNC(=O)CCl)cc2[nH]c(C)cc2c1CNC(=O)CCl | 2 | 17 | 5 | 5 | -26 | 10
COC(=O)c1cc(C)c2sc3ccccc3c2c1C | -24 | 75* | 73* | 5 | 62 | 31
Cn1cc(Cc2cccc([N+](=O)[O-])c2)c(=O)c(Cc2cccc([N+](=O)[O-])c2)c1 | 9 | 6 | 23 | 6 | 14 | 1
O=C1c2cscc2C(=O)c2sccc21 | -22 | -9 | -17 | -13 | -4 | 7
COc1ccc(N=NC(=O)NC(CC(C)C)C(N)=O)cc1 (centres undefined) | -8 | -42 | -17 | -10 | 11 | -25
COc1cccc2ccc(C(=O)c3ccccc3)nc12 | 24 | 8 | 34 | -3 | 16 | 28
Nc1ncnc2c1nnn2C1C=CC(COS(N)(=O)=O)C1 (centres undefined) | -6 | 4 | 12 | 4 | 19 | 8
CC1(C)C(=NO)C(C)(C)C1=NO | 17 | -20 | 31 | -1 | 17 | 1
CC1=CC[C@@H](Br)C(C)(C)[C@]12CC[C@]1(C)O[C@@H]1C2 | 3 | -13 | 3 | -34 | -14 | -24
CC(=O)CCC(CC=O)C(C)C (centres undefined) | -5 | 8 | 3 | 0 | 3 | -4
O=C(NC1CC1)c1ccccc1 | -6 | 5 | 6 | 2 | -16 | 2
CCN(CC)c1ccc(C(c2ccc(N(CC)CC)cc2Cl)c2cccc3ccccc23)c(Cl)c1 | 36 | 30 | 25 | 20 | 8 | 22
O=C(Oc1ccccc1Cl)c1ccc(Cl)c(Cl)c1 | -98 | 4 | 0 | 5 | 13 | 41
COc1ccc(N=C2C(=Nc3ccc(OC)cc3)N(S(=O)(=O)c3ccccc3)C(=S)N2c2ccccc2)cc1 | -3 | 15 | -22 | -28 | -42 | -24
CN1CCC(C[CH2][Sn]([c]2ccccc2)([c]2ccccc2)[c]2ccccc2)CC1 | 63 | 51 | 51 | 99* | 58 | 49
OC1(C2NCCc3ccccc32)CCN(CCc2ccccc2)CC1 (centres undefined) | 20 | 26 | 22 | 11 | 9 | 3
CC(=C(C#N)C#N)c1csc2ccccc12 | -34 | -4 | 9 | 15 | 22 | -15
COC(=O)c1c(C(N)=O)c(C)n(NC(=O)c2ccccc2)c1C | 39 | 11 | 6 | 3 | 12 | -3
NC(=S)/N=C/c1c(O)c2ccccc2oc1=O | 4 | -37 | -16 | 4 | -35 | -13
CCc1c(C)[nH]c2c1C(=O)CCC2 | 18 | 38 | 16 | -5 | 47 | 25
CC(=O)Nc1cc(Cl)ccc1[N+](=O)[O-] | 1 | 28 | 9 | 9 | 6 | 17
O[C@H]1[C@H]2[C@H](O)C[C@H](CCOCc3ccccc3)CN2C[C@H]1O | 20 | -3 | -8 | 8 | -23 | 16
Cc1cc(C)cc(NC(=O)c2ccccc2N)c1 | . | . | -5 | -28 | -5 | .
Cc1ccc(Nc2nc3c(s2)C(=O)c2ccccc2C3=O)cc1 | 98* | 99* | 98* | 99* | 98* | 99*
CCN(CC)C(=O)c1ccc[n+](Cc2ccc(Cl)c(Cl)c2)c1 | 6 | -9 | 3 | -8 | 9 | 1

The list goes on:
SMILES | yeast cln2 rad14 | sgs1 mgt1 | yeast rad50 | yeast mec2-1 | yeast mlh1 rad18 | yeast bub3
COc1ccc(C2c3cc4c(cc3OC(N3CCOCC3)C2C)OCO4)c(OC)c1OC (centres undefined) | -1 | 14 | 2 | 5 | 22 | 12
Cc1ccccc1C(=O)N(C(C)C)C(C)C | -13 | 7 | 13 | -6 | 1 | 15
O=S(=O)(Nc1ccccc1)c1ccccc1C(O)(c1ccccc1)c1ccccc1 | 85* | 92* | 94* | 73* | 96* | 81*
c1ccc(C(c2ccccc2)c2ccccc2)cc1 | -10 | -16 | -21 | -20 | -24 | -9
Cc1cc(Cl)ccc1NC(=O)Nc1ccc(Cl)cc1C | -4 | 4 | -10 | -3 | -1 | 5
CC(=O)NC(C)c1ccc2ccccc2c1 (centres undefined) | 8 | 2 | -5 | 15 | 11 | -8
Cc1ccc(OC/C=C/CSc2ccc(Br)cc2)cc1 | -2 | 2 | 5 | 5 | -25 | -20
COC1/C=C\OC2(C)Oc3c(C)c(O)c4c(O)c(c(/C=N\OCCCc5ccccc5)c(O)c4c3C2=O)NC(=O)/C(C)=C\C=C/C(C)C(O)C(C)C(O)C(C)C(OC(C)=O)C1C (centres undefined) | 47 | 4 | 26 | 23 | -17 | -4
CCC(CC)COC(=O)c1ccccc1C(=O)OCC(CC)CC | 4 | 0 | -19 | -33 | -16 | -3
CCOC(=O)n1oc2ccccc2c1=O | 4 | 2 | 21 | -18 | 10 | -12

Filtered by structure: the compounds so far containing an aryl methoxy group.
SMILES | yeast cln2 rad14 | sgs1 mgt1 | yeast rad50 | yeast mec2-1 | yeast mlh1 rad18 | yeast bub3
COc1ccc2c3c([nH]c2c1[N+](=O)[O-])C(C)N(C)CC3 (centres undefined) | 25 | 21 | 0 | 8 | 33 | 1
COc1c(CNC(=O)CCl)cc2[nH]c(C)cc2c1CNC(=O)CCl | 2 | 17 | 5 | 5 | -26 | 10
COc1ccc(N=NC(=O)NC(CC(C)C)C(N)=O)cc1 (centres undefined) | -8 | -42 | -17 | -10 | 11 | -25
COc1cccc2ccc(C(=O)c3ccccc3)nc12 | 24 | 8 | 34 | -3 | 16 | 28
COc1ccc(N=C2C(=Nc3ccc(OC)cc3)N(S(=O)(=O)c3ccccc3)C(=S)N2c2ccccc2)cc1 | -3 | 15 | -22 | -28 | -42 | -24
COc1ccc(C2c3cc4c(cc3OC(N3CCOCC3)C2C)OCO4)c(OC)c1OC (centres undefined) | -1 | 14 | 2 | 5 | 22 | 12

Other records.
SMILES | yeast cln2 rad14 | sgs1 mgt1 | yeast rad50 | yeast mec2-1 | yeast mlh1 rad18 | yeast bub3
CCOC(=O)C(CC)(C(=O)OCC)C(C)C | -28 | -18 | 16 | 30 | -7 | -10
CCCCCCCCCOc1ccc(C=Nc2ccc(CC)cc2)cc1 | -14 | -9 | -17 | -5 | -19 | -8
CN(C)CCOC(=O)C(C)(C)Sc1ccc(Cl)cc1 | -5 | 26 | 11 | 23 | 26 | 0
O=C(Nc1ccccc1)c1cccn1-c1ccccc1 | 14 | 12 | 3 | -13 | -3 | -19
COc1ccccc1C(=O)N/N=C/c1ccccc1Cl | -4 | 32 | 4 | 35 | 30 | 9
NC(=O)NC(=O)NCc1ccccc1 | -8 | -13 | -1 | 0 | -5 | 7
CC1C(c2ccccc2)=NN(C)c2ccccc21 (centres undefined) | -28 | 4 | 20 | 1 | 22 | 8
CC1CCC2(C(=O)O)CCC3(C)C(=CCC4C5(C)CCC(O)C(C)(C)C5CCC43C)C2C1C (centres undefined) | 16&0 | -9&12 | 11&13 | 0&11 | 1&14 | -7&6
CC1CC2=Cc3c(O)c(O)cc(O)c3C(=O)C2=CO1 (centres undefined) | -12 | -20 | -6 | -32 | -19 | -6
CCCCCCCCCCCCCCCCN1c2ccccc2C(C)(C)C12C=Cc1cccc([N+](=O)[O-])c1O2 (centres undefined) | 14 | 14 | 3 | -1 | -3 | -3
COc1ccc(OC)c(NC(=O)c2ccc(Cl)c(Cl)c2)c1 | -9 | 5 | 0 | 14 | 1 | 14
C[Si](C)(C)OSc1ccccc1[N+](=O)[O-] | -9 | 44 | 18 | 11 | -16 | 50
O=C(CC(c1ccccc1Cl)C(C(=O)O)c1ccccc1)c1ccccc1 (centres undefined) | 92* | 92* | 81* | 72* | 92* | 44
Cc1cc(Cc2c(F)c(F)c(C(c3cc(C)no3)c3c(F)c(F)c(F)c(F)c3F)c(F)c2F)on1 (centres undefined) | -59 | 6 | -8 | -38 | -8 | -26
O=C(CC1(O)C(=O)Nc2ccccc21)c1ccccn1 (centres undefined) | 10 | 15 | -4 | 11 | 10 | 10
Cc1ccc(S(=O)(=O)Oc2ccc(C(C)(C)C)cc2Cl)cc1 | -8 | 9 | -6 | 2 | 14 | 11
O=C(O)C1CC=CCC1C(=O)O (centres undefined) | -46 | -12 | 8 | -7 | 10 | 1
c1ccc2cc(CCc3cc4ccccc4cn3)ncc2c1 | -16 | 7 | 10 | 11 | 26 | 24
CC(=O)NS(=O)(=O)c1ccc(NC(=O)COC(=O)c2cccc3c(=O)c4ccccc4[nH]c23)cc1 | 7 | -49 | -33 | 5 | -24 | -29
CC(C)=C1C2C=CC1C(CO)C2CO (centres undefined) | -64 | -4 | 10 | -4 | 11 | 2
O=C(c1ccccc1)N1CCCSC1=S | 21 | 31 | 58 | 18 | 48 | 8
Cc1ccc(-c2nnc(NC(=O)Nc3ccc(Cl)cc3)o2)cc1 | -61 | 4 | 3 | -1 | 22 | -14
COC(=O)CNC(=O)C(CSC(=O)OCC1c2ccccc2-c2ccccc21)NC(=O)CCC(NC(=O)OCC1c2ccccc2-c2ccccc21)C(=O)OC (centres undefined) | -1 | -11 | -22 | -23 | -23 | 16
C(=N\Nc1ccc2ccccc2n1)/c1ccccn1 | 91* | 93* | 91* | 93* | 92* | 92*
O=C1OCC=C1COC1OC(CO)C(O)C(O)C1O (centres undefined) | 5 | -13 | -6 | 4 | -42 | -12
O=S(=O)(c1ccccc1)C1CN2OC1(S(=O)(=O)c1ccccc1)CC21CCCCC1 (centres undefined) | 26 | 23 | 12 | -9 | 44 | 7
C=C(Br)c1ccc2c(c1)OCO2 | 8 | 21 | 30 | 16 | -9 | 4
O=c1oc2ccccc2c(O)c1/C=N\c1nc(-c2ccccc2)cs1 | 37 | 32 | 9 | 16 | 92* | 17
CC(=O)Nc1ccc(NC(=S)NC(=O)c2ccccc2)cc1 | 4 | 6 | 25 | 12 | 0 | -1
C=C(Br)CNCC(=C)Br | 10 | 5 | 2 | 7 | -19 | 18
